Screening results as filed in PubChem.
EPAC2 ag: qHTS for Agonist of cAMP-regulated guanine nucleotide exchange factor 4 (EPAC2): primary screen. Rap guanine nucleotide exchange factor 4 (Homo sapiens), Q8WZA2. EPAC2 activation, biochemical qHTS; response scale: 100% = 6.5 mM cAMP response. Potency, µM (top dose mostly 154 µM), for the others: at the highest dose activation, hits mostly activators. actives 0.079% (n = 360,000). AID 720711, 2013; note: potency is the fitted concentration of half-maximal effect; nearly all actives have a fitted effect of over 50% in size
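Readout is BODIPY fluorescence (480 nm excitation, 540 nm emission), which falls as labeled GDP is exchanged off Rap1B. EPAC2 at 100 nM acted on 250 nM RAP1B-BODIPY-GDP with 50 uM GDP present.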
WRN helicase inh: qHTS for Inhibitors of WRN Helicase; AID 651768, 2012; Bifunctional 3'-5' exonuclease/ATP-dependent helicase WRN (Homo sapiens), Q14191; actives 0.46% (n = 360,000); WRN helicase unwinding, fluorescent forked duplex, kinetic; Potency, µM (series often up to 114 µM), for inactives: at the highest dose activity change, negative = inhibition, usual class: inhibitors; note: potency is the fitted concentration of half-maximal effect; % is set by controls: 0 for no effect and ±100 for the full control effect; nearly all actives have a fitted effect of over 55% in size
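Kinetic fluorescence helicase assay: unwinding of a quenched forked DNA duplex (100 nM final) with 2 mM ATP final raises red fluorescence (525/598 nm). Compounds sat 15 min at room temperature with 20 nM WRN beforehand.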
IL-2 act: qHTS of IL-2 Activators. actives 0.065% (n = 360,000). IL-2 activation reporter assay, cell-based qHTS; stimulated with anti-CD3/CD4/CD28 beads; in transgenic mouse T cells. activation, % (series mostly up to about 46 µM). AID 652025, 2013; in the data active = activation above about 50%; inconclusive = mostly about 30% to 49%; note: 0% is about no effect
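Quantitative HTS in unstimulated transgenic mouse T cells, with memory T cells as non-tolerant control and PMA/ionomycin as tolerance-bypass control. Compound pretreatment lasted 60 minutes before 18 h bead stimulation; EGFP/DsRed fluorescence read.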
PLK1 PBD block: qHTS for Inhibitors of PLK1-PDB (polo-like kinase 1 - polo-box domain): Primary Screen | actives 2.8% (n = 360,000) | Potency, µM, without a hit: max response, negative = inhibition, hits mostly inhibitors | Plk1 PBD binding of FITC phosphopeptide, fluorescence polarization | AID 720504, 2013 | Serine/threonine-protein kinase PLK1 (Homo sapiens), P53350; note: potency is the fitted concentration of half-maximal effect; series mostly up to about 57 µM; % is set by controls: 0 for no effect and ±100 for the full control effect; nearly all actives have a fitted effect of over 65% in size
Target sequence (P53350 whole entry, looked up, the tested form may be a part): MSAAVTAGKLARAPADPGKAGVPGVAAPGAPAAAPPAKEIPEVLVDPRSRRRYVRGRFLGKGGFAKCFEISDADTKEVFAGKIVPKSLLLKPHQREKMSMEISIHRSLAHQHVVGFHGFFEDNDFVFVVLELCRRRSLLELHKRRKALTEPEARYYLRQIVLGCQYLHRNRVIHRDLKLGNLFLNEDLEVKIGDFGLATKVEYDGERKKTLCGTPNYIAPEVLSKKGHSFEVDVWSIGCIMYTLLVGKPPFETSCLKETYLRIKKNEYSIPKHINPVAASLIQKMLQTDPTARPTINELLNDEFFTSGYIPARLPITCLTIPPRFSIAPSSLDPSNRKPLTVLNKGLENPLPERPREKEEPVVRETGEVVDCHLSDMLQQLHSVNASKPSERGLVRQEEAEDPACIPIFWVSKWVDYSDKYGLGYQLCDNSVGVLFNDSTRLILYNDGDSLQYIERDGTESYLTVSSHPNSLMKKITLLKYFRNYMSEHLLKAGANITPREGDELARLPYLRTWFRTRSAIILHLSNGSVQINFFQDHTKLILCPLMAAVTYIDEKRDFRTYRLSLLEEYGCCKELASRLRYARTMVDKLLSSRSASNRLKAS
CCT modulator: High-Throughput Screening for Modulators of Cytosolic Chaperonin Activity; purified chaperonin ATPase assay, HTRF ADP detection, 30 min; activity change, % (no concentration beside the values), hits read low; actives 0.3% (n = 360,000); AID 651819, 2012; in the data active = activity change below about -30%; note: % is set by controls: 0 for no effect and ±100 for the full control effect
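TRiC at 40 or 20 nM final (batch-dependent) in 30 mM Tris pH 7.4, 100 mM KCl, 5 mM MgCl2, 1 mM DTT, with compound at single 76 uM and 10 uM ATP, 30 min at 37 deg C. ADP detected by HTRF Transcreener, 665/615 ratio.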
PI5P4Ka inh: qHTS for Inhibitors of phosphatidylinositol 5-phosphate 4-kinase (PI5P4K) | Phosphatidylinositol 5-phosphate 4-kinase type-2 alpha (Homo sapiens), P48426 | PI5P4Kalpha enzyme, ADP-Glo luminescence, 60 min; active compounds read low | max response, % | actives 1.2% (n = 330,000); active = max response of -50% or lower; inconclusive = between -30% and -50%; inactive = -30% or higher; note: value at the top dose of about 77 µM; % is set by controls: 0 for no effect and ±100 for the full control effect
Target sequence (P48426 whole entry, looked up): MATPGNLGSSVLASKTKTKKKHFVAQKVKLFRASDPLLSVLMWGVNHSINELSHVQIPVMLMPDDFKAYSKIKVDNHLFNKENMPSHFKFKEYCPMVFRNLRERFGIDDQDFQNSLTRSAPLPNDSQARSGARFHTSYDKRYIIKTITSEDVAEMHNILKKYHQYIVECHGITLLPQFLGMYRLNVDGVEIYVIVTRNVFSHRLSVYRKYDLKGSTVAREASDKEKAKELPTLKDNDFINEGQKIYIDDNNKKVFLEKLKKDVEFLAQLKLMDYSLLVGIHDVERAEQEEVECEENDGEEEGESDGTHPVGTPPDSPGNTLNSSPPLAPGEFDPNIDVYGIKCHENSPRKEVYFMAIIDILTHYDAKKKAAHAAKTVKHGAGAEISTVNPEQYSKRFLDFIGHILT
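Compounds were pin-transferred onto PI5P4Kalpha and substrate in HEPES pH 7.4 buffer with EGTA, CHAPS and 5% DMSO. ATP (5 microM final) started the reaction, which ran 60 minutes at room temperature before ADP-Glo detection.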
EPAC1 agonist: qHTS for Agonist of cAMP-regulated guanine nucleotide exchange factor 3 (EPAC1): primary screen; Rap guanine nucleotide exchange factor 3 (Homo sapiens), O95398; EPAC1 agonist qHTS, biochemical assay; response scale: 100% = response to 6.5 mM cAMP; Potency, µM (top dose mostly 154 µM), without a hit: at the top dose activation, hits mostly activators; actives 0.073% (n = 360,000); note: potency is the fitted concentration of half-maximal effect; nearly all actives have a fitted effect of over 60% in size
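Fluorescent GDP-exchange assay: 100 nM EPAC1 with 250 nM Rap1B preloaded with BODIPY-GDP and 50 uM GDP; compounds tested as concentration series, 5 min at room temperature, then read every 5 min for 30 min (ex 480/em 540 nm); normalized to 6.5 mM cAMP.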
EPAC1 antag: qHTS for Antagonist of cAMP-regulated guanine nucleotide exchange factor 3 (EPAC1): primary screen; Rap guanine nucleotide exchange factor 3 (Homo sapiens), O95398; actives 0.14% (n = 360,000); Potency, µM (top dose mostly 115 µM), for the others: top-dose activity change, negative = inhibition, actives largely listed as inhibitors; EPAC1 GEF assay, Rap1b-BODIPY-GDP exchange fluorescence; AID 720709, 2013;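 note: potency is the fitted concentration of half-maximal effect; plate controls were vehicle for no effect and positive control for full effect; nearly all actives have a fitted effect of over 50% in size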
* = called active by the depositor; ? = inconclusive; / = no result given; & = joins results of further samples; [ ] = another dose, or the depositor's remark. Unless noted, calls come from the whole dose curve; as a rule, active = well fitted curve in the direction sought with a large enough effect; inconclusive = small, poorly fitted or top-dose-only effect, or another doubt; inactive = no such curve, though single readings can be large; an effect the other way counts as inactive or inconclusive.

SMILES	EPAC2 ag	WRN helicase inh	IL-2 act	PLK1 PBD block	CCT modulator	PI5P4Ka inh	EPAC1 agonist	EPAC1 antag
N#CCCn1c(SCC(=O)NCC2CCCO2)nc2ccccc21 (configuration not stated)	-2%	3%	0.8	-10%	-0.7	5	0%	0%
CCOc1ccc(S(=O)(=O)NCCC2=CCCCC2)c2ccccc12	13%	-10%	-0.2	-2%	-4.1	/	29%	-5%
N#Cc1cccc(C(=O)C(=O)N2CCC(Cc3ccccc3)CC2)c1	20%	-17%	-0.8	1%	/	-2	3%	6%
Cc1cc(C)c(C(=O)Cn2nc(C(=O)O)c3ccccc3c2=O)cc1C	-4%	3%	-2.5	2%	-1.9	1	-11%	-8%
COc1ccc(C(O)c2nccc3cc(OC)c(OC)cc23)cc1OC (configuration not stated)	-3%	-21%	-2.7	-7%	-1.3	-17	9%	-8%
COc1cccc(-c2cc3nc(NCc4ccc(C)cc4C)n(C)c(=O)c3s2)c1	1%	-2%	0.3	2%	1.4	25	-3%	13%
COc1ccc(C)cc1N1C(=N)/C(=C2/Nc3ccccc3S2)C(c2ccccc2)C1=O (configuration not stated)	8%	-6%	-0.8	?	-1.0	5	6%	-18%
CC(NC(=O)c1ccco1)C(=O)N1CCc2ccccc2C1 (configuration not stated)	2%	9%	-0.3	0%	0.9	4	1%	6%
Cc1cc(C)c(C#N)c(SCc2ccccc2C)n1	7%	-14%	-2.2	-5%	0.0	28	17%	0%
Cc1cc(S(=O)(=O)Nc2nc(CN3CCOCC3)nc3sc4c(c23)CCC4)ccc1F	0%	?	-0.2	-10%	2.5	-13	3%	-5%
CCc1ccc(N=C2NC(=O)/C(=C/c3ccc(OCC(=O)O)c(OC)c3)S2)cc1	-5%	?	0.3	?	-1.2	-75*	?	?
CN1CCC(N2CCN(C3CN(Cc4ccc(F)cc4)S(=O)(=O)C3)CC2)CC1 (configuration not stated)	-10%	-4%	-0.2	-2%	1.1	-12	-6%	-24%
O=C(NCC1OCCc2ccccc21)c1ccc(NC(=O)c2ccc(Cl)cc2Cl)cc1 (configuration not stated)	-1%	-13%	0.6	-16%	-6.6	2	8%	2%
CCC(C(=O)Nc1ccccc1)c1ccccc1 (configuration not stated)	3%	1%	-2.0	-2%	-2.4	-6	-5%	9%
COc1ccc(N2C(=O)/C(=C/N(C)C)NC2=S)cc1	-9%	-7%	-0.1	-7%	-1.0	-3	-3%	5%
Cc1nn(Cc2ccccc2)c2ncccc12	-1%	-3%	-0.7	-4%	1.3	1	-9%	-3%
CCc1cccc(C)c1NC(=O)COC(=O)Cn1c(C)csc1=O	15%	4%	0.1	-12%	-0.7	6	15%	-22%
CN(C)S(=O)(=O)c1ccc2c(c1)C(=NNC(N)=O)c1cc(S(=O)(=O)N(C)C)ccc1-2	5%	-5%[57.1 µM]	-0.7	-2%	-12	-11	-5%	18%
Cc1nc2ccccc2c(=O)n1/N=C/c1ccccc1F	8%	-3%	1.1	-5%	-1.6	-2	-3%	-1%
Cc1ccc(C)c(NC(=O)COC(=O)c2ccc(S(=O)(=O)N3CCCCC3)cc2)c1	-2%	8%	1.2	-6%	-3.9	0	3%	7%
Cc1cccc(OCc2nnc(SCC(=O)O)n2Cc2ccccc2)c1	4%	-11%	-0.6	-15%	-2.9	-7	-3%	-1%
CCOc1cc(C(=O)Nc2cnccn2)cc(OCC)c1OCC	4%	6%	-2.0	-9%	-6.9	/	-1%	-2%
Cc1ccc(Sc2cnccc2C#N)cc1	7%	-2%	-0.8	3%	-3.3	6	2%	5%
CCCCC(C(=O)OCC(=O)c1ccc(OC)cc1)N1C(=O)c2ccccc2C1=O (configuration not stated)	13%	-13%	0.6	-8%	-3.5	/	12%	-14%
CCOc1ccc2noc3c2c1C(=O)c1ccccc1-3	8%	3%	0.8	5%	-1.0	-1	-11%	4%
Cc1nccn1CCCNCc1c(C(=O)N2CCCCCCC2)nc2ccc(Cl)cn12	6%	-8%	0.1	-12%	-2.0	8	13%	3%
Nc1ccc(C(=O)O)c(O)c1	-3%&8%&4%	-9%&-5%	-0.2&0.3&-0.2	-15%&-22%&-11%	-0.7&-2.6&-1.2	?	-3%&-11%&-12%	-3%&-3%&-2%
CC(=O)Nc1ccc(NC(=O)CN2CCCC(C)C2)c(Cl)c1 (configuration not stated)	-5%	6%	0.7	1%	-0.2	-3	2%	15%
COc1ccc(C(=O)Nc2ccc3c(c2)OCO3)cc1S(=O)(=O)N1CCOCC1	-3%	4%	-1.3	8%	-2.1	-10	-17%	9%
COc1ccc(Cl)cc1Cn1c(C)c(C(=O)NCc2cccc([N+](=O)[O-])c2)sc1=O	8%	-4%[57.1 µM]	-0.5	-3%	-1.7	-1	1%	-4%
CC1(C)CC(NC(=O)COc2ccccc2Cl)CC(C)(C)N1	18%	0%	0.5	-8%	-1.9	-3	-2%	-5%
CC1Oc2ccccc2N(CC(=O)N2CCCCC2)C1=O (configuration not stated)	11%	4%	-0.3	4%	-0.4	11	-9%	3%
CC(C)(C)c1ccc(C(=O)NCCC(=O)NC2=NCCS2)cc1	14%	2%	-0.3	-16%	-2.9	7	2%	-4%
O=C1c2ccccc2C(=O)N1CCOCCN1C(=O)c2ccccc2C1=O	?	5%	-0.6	-6%	-1.9	7	0%	0%
O=C(CSc1nc2ccccc2c(=O)[nH]1)c1ccc(O)cc1O	-2%	-5%	-0.7	4%	1.4	-5	-5%	-1%
CCOC(=O)N(C)c1c(CC)nc2c(OCc3ccc(S(C)(=O)=O)cc3)cccn12	0%	3%[57.1 µM]	-0.1	-4%	-0.1	0	-15%	-2%
S=C(NCc1ccccc1)N1CCN(Cc2ccc3c(c2)OCO3)CC1	11%	-27%	-1.1	-6%	-1.0	2	9%	-6%
CCOC(=O)c1c(-c2cccc([N+](=O)[O-])c2)csc1NC(=O)CCCOc1ccccc1	-4%	-4%[57.1 µM]	-0.8	-11%	-0.6	1	4%	-8%
O=C(CN(C(=O)CCC(=O)Nc1ccccn1)c1ccc2c(c1)OCCO2)NCCc1ccccc1	-2%	9%	-0.1	?	-1.2	-5	6%	11%
Cc1ccccc1N1CCN(Cc2ccc(Br)o2)CC1	7%	-12%	-0.2	?	-0.3	-1	-5%	-2%
O=C(Nc1nnc(-c2ccco2)o1)c1ccc(S(=O)(=O)N2CCCCC2)cc1	-3%	-7%	-0.5	6%	0.9	5	-16%	12%
O=C1/C(=C\c2ccncc2)CCc2ccccc21	1%	-21%	-4.1	-8%	0.6	-28	-12%	-18%
Cc1ccccc1C(=O)Nc1nncs1	3%	-4%	-2.6	6%	-0.5	0	-4%	-5%
CC1(C)C2CCC1(CS(=O)(=O)NC(CC(=O)O)c1cccc(Br)c1)C(=O)C2 (configuration not stated)	4%	2%	-1.8	2%	-1.0	-5	-2%	15%
Cc1cc(Cl)ccc1OC(C)C(=O)Nc1ccc(S(=O)(=O)N2CCOCC2)cc1 (configuration not stated)	13%	-5%	-3.0	-2%	-0.8	-10	-11%	-16%

Profiles from above. Values in the order: EPAC2 ag | WRN helicase inh | IL-2 act | PLK1 PBD block | CCT modulator | PI5P4Ka inh | EPAC1 agonist | EPAC1 antag
CC1(C)CC(NC(=O)COc2ccccc2Cl)CC(C)(C)N1 is listed as 18% | 0% | 0.5 | -8% | -1.9 | -3 | -2% | -5%
Cc1cc(Cl)ccc1OC(C)C(=O)Nc1ccc(S(=O)(=O)N2CCOCC2)cc1 (configuration not stated) is listed as 13% | -5% | -3.0 | -2% | -0.8 | -10 | -11% | -16%

(list continues)
SMILES	EPAC2 ag	WRN helicase inh	IL-2 act	PLK1 PBD block	CCT modulator	PI5P4Ka inh	EPAC1 agonist	EPAC1 antag
O=C(/C=C/c1ccccc1)N/C(=C/c1ccccc1)C(=O)Nc1cccc(C(=O)O)c1	0%	-1%	-0.3	-18%	-1.9	-2	-7%	7%
CC1CCCCN1S(=O)(=O)c1ccc(C(=O)Nc2ccccc2-c2nc3ccccc3s2)cc1 (configuration not stated)	4%	-1%	-1.0	-7%	-4.6	5	-15%	-4%
Nc1nc(-c2ccc(Cl)cc2)nn1C(=O)c1cccnc1	6%	5%	-1.2	-5%	-2.2	/	3%	4%
O=C(NCc1n[nH]c(=S)n1-c1ccc(F)cc1)c1ccc(S(=O)(=O)N2CCCC2)cc1	1%	-2%	0.6	-5%	-1.4	/	-2%	7%
O=C1NCCCC1C(=O)N/N=C/c1cc([N+](=O)[O-])ccc1O (configuration not stated)	10%	15%	-4.0	-15%	-1.0	-19	-1%	?
O=C(NCCC(c1ccccc1)c1ccccc1)c1ccc(Br)o1	20%	0%	-3.0	-14%	-3.1	0	12%	-29%
O=C(NC1CCCC1)N[C@@H]1CC[C@@H](CC(=O)N2CCOCC2)O[C@@H]1CO	0%	0%	0.8	1%	/	1	-7%	7%
O=C(NCCCNC(=O)c1ccco1)c1ccc(Cl)c(Cl)c1	-4%	-7%	0.9	6%	1.3	3	-5%	-20%
COc1ccc(C2C(C(=O)NCCN(C)C)c3cc(OC)c(OC)cc3C(=O)N2C)cc1OC (configuration not stated)	-8%	3%	-1.7	-9%	-2.2	3	0%	-15%
Cc1ccc(C(=O)Nc2cccnc2)cc1NC(=O)c1ccco1	0%	4%	0.0	-2%	-1.7	1	2%	0%
O=C(NCc1ccccc1)c1ccc(NC(=O)C2CCCO2)cc1 (configuration not stated)	-7%	-7%	-2.6	9%	0.0	1	-6%	-3%
CCOC(=O)C(=Cc1ccc2c(c1)OCO2)c1ccccc1	?	-1%	0.0	-11%	-3.3	-3	4%	-20%
Cc1ccccc1NC(=O)c1ccccc1N(C)S(=O)(=O)c1ccccc1	0%	-1%	0.5	-5%	-0.9	-2	2%	-1%
Cc1noc(C)c1COC(=O)C1CCN(S(=O)(=O)c2c(Cl)cccc2Cl)CC1	0%	-14%	5.5	-3%	-1.9	0	19%	-21%

These rows are one share of the data; the hit share may differ from the screen's.
